BAZ2B inh: qHTS Assay for Inhibitors of BAZ2B; Potency, µM (highest dose often 114 µM), without a hit: top-dose activity change, negative = inhibition, actives largely listed as inhibitors; Bromodomain adjacent to zinc finger domain protein 2B (Homo sapiens), Q9UIF8; AID 504333, 2011; AlphaScreen BAZ2B-H3K14Ac peptide displacement; 360,000 compounds, 4.4% hits; further: potency means the concentration at half of the fitted maximal effect; on the % scale 0 is the no-effect control and ±100 the full control effect; nearly all actives have a fitted effect of over 60% in size
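BAZ2B (50 nM) with biotin-H3(5-23)K14Ac peptide (50 nM) in PBS pH 7.4, 0.01% Tween-20, preformed 30 min, then compound 30 min at room temperature; top concentration 110uM. AlphaScreen streptavidin donor/nickel chelate acceptor beads (10 ug/mL final), 20 min dark, signal read.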
Pin1 inhibitor: qHTS Assay to Find Inhibitors of Pin1. Peptidyl-prolyl cis-trans isomerase NIMA-interacting 1 (Homo sapiens), Q13526. Potency, µM (highest dose often 115 µM), without a hit: top-dose activity, negative = inhibition, hits mostly inhibitors. Pin1 FP peptide displacement, HiFluor488, 10 min. AID 504891, 2011. 390,000 compounds, 0.009% hits; active means well fitted inhibition curve with a large enough effect in the polarisation, with a control signal flat, not every such curve was filed as active; inconclusive means small, poorly fitted or top-dose-only effect, or effect the other way, or a change in a side signal; inactive means no such curve, though single readings can be large or run the other way; the % refers to the polarisation; further: potency means the concentration at half of the fitted maximal effect; on the % scale 0 is the no-effect control and ±100 the full control effect
Target sequence (Q13526 whole entry, looked up): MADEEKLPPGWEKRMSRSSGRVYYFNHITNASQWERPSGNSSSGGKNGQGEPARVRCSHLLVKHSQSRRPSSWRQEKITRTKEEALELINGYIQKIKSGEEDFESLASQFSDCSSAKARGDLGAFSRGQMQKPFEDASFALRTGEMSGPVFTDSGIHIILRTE
PGK inhibitor: qHTS Assay to Find Inhibitors of Phosphoglycerate Kinase; Phosphoglycerate kinase, glycosomal (Trypanosoma brucei brucei), P07378; PGK/GAPDH coupled, Kinase-Glo luminescence, 60 min; Potency, µM (titrated, usually from 57.5 µM), inactives show top-dose activity change, negative = inhibition, hits mostly inhibitors; 380,000 compounds, 0.043% hits; AID 602233, 2012; further: potency means the concentration at half of the fitted maximal effect; on the % scale 0 is the no-effect control and ±100 the full control effect; nearly all actives have a fitted effect of over 60% in size
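Recombinant glycosomal PGK reaction used 1,3-bisphosphoglycerate generated in-well by GAPDH (100nM final) in 100mM TEA pH 7.6, 5mM MgCl2, 0.01% Tween-20. After 60 minutes at room temperature, ATP was read by Kinase-Glo Plus luminescence end-point.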
JMJD2A Tudor: qHTS Assay for Inhibitors of JMJD2A-Tudor Domain. AlphaScreen JMJD2A-Tudor / H3K4me3 peptide binding. Potency, µM (series often up to 114 µM), inactives show at the top dose activity change, negative = inhibition, most hits filed as inhibitors. 390,000 compounds, 4.4% hits. AID 504339, 2011; further: potency means the concentration at half of the fitted maximal effect; on the % scale 0 is the no-effect control and ±100 the full control effect; nearly all actives have a fitted effect of over 50% in size
GLS inhibitor: qHTS for Inhibitors of Glutaminase (GLS); Potency, µM (titrated, usually from 45.5 µM), without a hit: at the highest dose activity change, negative = inhibition, most hits filed as inhibitors; 410,000 compounds, 0.21% hits; Glutaminase kidney isoform, mitochondrial (Homo sapiens), O94925; GLS enzymatic activity, qHTS titration; AID 624170, 2012; further: potency means the concentration at half of the fitted maximal effect; on the % scale 0 is the no-effect control and ±100 the full control effect
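Enzyme dispensed in phosphate buffer (45 mM, pH 8.2, 0.02% Tween-20), compounds pinned in, then 1 mM L-glutamine solution and the glutamate oxidase–HRP–Amplex Red mix added; fluorescence read immediately and again after 30 min at room temperature.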
PI4K2A block: qHTS for small molecular inhibitors of PI4K2A; Phosphatidylinositol 4-kinase type 2-alpha (Homo sapiens), Q9BTU6; purified PI4K2A, ADP-Glo luminescence, 1 h; active compounds read low; activity change, negative = inhibition, % at 76.9 µM; 420,000 compounds, 0.13% hits; AID 1346378, 2018; in the data active means activity change below about -50%; inconclusive means mostly about -30% to -49%;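 further: -100% = wells without enzyme as full effect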
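Compounds are screened against recombinant PI4K2A using PI as substrate and ATP, the latter dispensed at 300 microM. Reactions run one hour at ambient temperature before ADP-Glo detection; full inhibition defined by wells lacking enzyme.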
HP1b chromo inh: HTS for Inhibitors of HP1-beta Chromodomain Interactions with Methylated Histone Tails | AlphaScreen HP1-beta / biotin-H3K9me3 peptide binding | Potency, µM (top dose mostly 114 µM), for the others: top-dose activity change, negative = inhibition, usual class: inhibitors | 390,000 compounds, 0.56% hits | AID 540317, 2011; further: potency means the concentration at half of the fitted maximal effect; nearly all actives have a fitted effect of over 70% in size; inactives centre near 23
Target sequence (P83916 whole entry, looked up): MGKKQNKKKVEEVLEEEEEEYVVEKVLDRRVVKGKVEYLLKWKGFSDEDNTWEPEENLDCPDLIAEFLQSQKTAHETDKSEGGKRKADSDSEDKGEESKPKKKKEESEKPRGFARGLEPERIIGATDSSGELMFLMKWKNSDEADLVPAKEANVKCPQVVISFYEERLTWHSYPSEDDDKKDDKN
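Compound inhibition of the preformed complex between 50 nM HP1-beta and 50 nM biotinylated H3K9me3 peptide was read by AlphaScreen. Buffer was PBS pH 7.4 with 0.01% Tween-20. Incubations ran 30 min at room temperature, with 10 ug/mL donor/acceptor beads.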
ERG-DNA inh: qHTS for Small Molecule Inhibitors of the ERG Ets/DNA interaction | 370,000 compounds, 0.028% hits | Transcriptional regulator ERG (Homo sapiens), P11308 | AID 624246, 2012 | Potency, µM (top dose mostly 76.9 µM), for inactives: at the top dose FP activity, negative = inhibition, hits mostly inhibitors | fluorescence polarization, His-ERG Ets domain / labelled DNA; active means well fitted inhibition curve with a large enough effect in the polarisation, with a control signal flat; inconclusive means small, poorly fitted or top-dose-only effect, or effect the other way, or a change in a side signal; inactive means no such curve, though single readings can be large or run the other way; the % refers to the polarisation;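 further: polarization taken with two DNA probes labelled with fluorescein and Texas red; potency means the concentration at half of the fitted maximal effect; % of control where 0% means no effect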
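His-tagged ERG Ets domain (1 uM in the protein solution; 300mM KCl, 50mM Tris-HCl, 1mM EDTA, 1mM DTT, pH 7.5) received compound, then a probe mix of 5 nM fluorescein-DNA and 100nM Texas-615-DNA. Fluorescence polarization was read for both dyes.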
G9a block: qHTS Assay for Inhibitors of Histone Lysine Methyltransferase G9a; Histone-lysine N-methyltransferase EHMT2 (Homo sapiens), Q96KQ7; G9a H3K9 monomethylation, AlphaScreen, 2 h; Potency, µM (titrated, usually from 102 µM), for inactives: at the top dose activity, negative = inhibition, usual class: inhibitors; 350,000 compounds, 8.8% hits; AID 504332, 2011; further: potency means the concentration at half of the fitted maximal effect; on the % scale 0 is the no-effect control and ±100 the full control effect; nearly all actives have a fitted effect of over 75% in size
Target sequence (Q96KQ7 913-1193 limits assumed): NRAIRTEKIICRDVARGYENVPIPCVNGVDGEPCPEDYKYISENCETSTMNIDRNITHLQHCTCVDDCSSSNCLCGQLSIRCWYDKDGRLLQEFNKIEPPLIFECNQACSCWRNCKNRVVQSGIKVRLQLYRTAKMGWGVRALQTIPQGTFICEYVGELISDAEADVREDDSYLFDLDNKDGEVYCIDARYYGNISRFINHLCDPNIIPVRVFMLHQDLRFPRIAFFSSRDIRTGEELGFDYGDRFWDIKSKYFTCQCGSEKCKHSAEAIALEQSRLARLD
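Chemiluminescent proximity detection of H3K9 monomethylation, read after 10 min bead incubation in the dark. Reaction: 20 nM G9a, 500 nM biotin-H3K9 peptide, 20 uM SAM cofactor, 2 h, room temperature, following 15 min enzyme-compound preincubation.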
Starred values were filed as active, the others as inactive; i = inactive; ? = inconclusive; . = no result given; [ ] = dose if it differs, or a comment. Unless noted, the call rests on the fitted dose curve; in most records, active means well fitted curve in the direction sought with a large enough effect; inconclusive means small, poorly fitted or top-dose-only effect, or another doubt; inactive means no such curve, though single readings can be large; an effect the other way counts as inactive or inconclusive.

The line under a structure holds: HP1b chromo inh	PI4K2A block	G9a block	GLS inhibitor	ERG-DNA inh	BAZ2B inh	Pin1 inhibitor	JMJD2A Tudor	PGK inhibitor
- COc1ccc(-n2nc3c(N4CCC(C(=O)NCc5ccco5)CC4)nnc(C)c3c2C)cc1
    59%[activator]	-10	.	-14%	1%	?	4%	16%	-3%
- O=C(Nc1ccc(Oc2ccccc2)nc1)C1CCN(Cc2cccc(F)c2)CC1
    1%	0	.	4%	2%	18%	5%	-4%	1%
- O=C(Nc1ccc(-n2cc(Br)cn2)cc1)c1ccncc1
    36%	-7	.	-1%	-9%	-7%	8%	-1%	4%
- COc1ccccc1NC(=S)N(Cc1ccc(C)cc1)Cc1ccccn1
    33%	12	7%[59 µM]	-1%	1%	3%	-2%	-12%	5%
- COc1cc(C2NC(=O)NC(C)=C2C(C)=O)ccc1O (centres undefined)
    16%	2	.	?	-5%	4%	3%	-8%	2%
- CCN(CC)c1ccc(NC(=O)C2CCCC2)cc1
    -19%	10	45µM*	24%	1%	?	-2%	?	-2%
- O=C1CCC(Cc2ccccc2)N1 (centres undefined)
    7%	0	2%[12.7 µM]	-2%	.	0%	0%	-6%	.
- CN(CC(=O)Nc1cccc2ccccc12)C(=O)/C=C/c1cccs1
    11%	-7	24%[59 µM]	-5%	43%[activator]	-29%	-5%	-27%	-3%
- COc1ccc(N(CC(=O)NCc2ccc(Cl)cc2)S(=O)(=O)c2c(C)n[nH]c2C)cc1
    20%	-3	-2%	2%	-5%	-17%	2%	-12%	i
- CC(C)C(O)(CC#CCN1CCCC1)c1ccccc1 (centres undefined)
    33%	2	1%	14%	9%	2%	-4%	-11%	1%
- CCOC(=O)c1c(NC(=O)/C=C/c2ccc(OC)c(OC)c2)sc(C(C)=O)c1C
    -2%	-5	?	-14%	3%	3%	-10%	-8%	9%
- O=C(Cn1nnc(-c2cc(C(F)(F)F)cc(C(F)(F)F)c2)n1)NNC(=S)Nc1ccc(Cl)cc1
    0%	-4	.	13%	-7%	-38%	-4%	?	-1%
- O=C(CSc1oc(-c2ccc(F)cc2)nc1S(=O)(=O)c1ccccc1)NC1CCCCC1
    18%	-2	-14%[59 µM]	8%	6%	3%	5%	-16%	-7%
- COC1OC(CO)C(N=C(C)C)C1O (centres undefined)
    27%	3	.	-1%	-15%	.	-10%	-6%	i
- O=C1Nc2ccc(F)cc2C12OCCO2
    21%	0	24%	2%	15%	1%	-17%	11%	-2%
- CCc1nn2c(=O)cc(COC(=O)c3ccccc3NC(=O)C3CCCCC3)nc2s1
    9%	-3	7%[59 µM]	-8%	-3%	-2%	6%	-9%	i
- c1ccc2cc(CN3CCOCC3)ccc2c1
    5%	3	4%[59 µM]	11%	7%	-12%	-3%	-29%	.
- O=C(COC(=O)COc1ccccc1F)NC1CC1
    16%	-1	.	1%	-4%	.	-1%	-8%	-2%
- Cc1ccc(S(=O)(=O)NN2C(=O)/C(=C/c3ccccn3)SC2=S)cc1
    -4%	-6	40µM*	21%	-12%	-37%	0%	-34%	-8%
- COc1ccc(CNC(=O)CN(c2cccc(OC)c2)S(C)(=O)=O)cc1
    49%[activator]	-7	?	-1%	.	2%	1%	-10%	3%
- COc1ccc(C2CC(c3ccccc3)=NN2C(=O)COC(=O)CNC(=O)c2ccccc2)cc1 (centres undefined)
    47%[activator]	-1	15%[59 µM]	-1%	0%	1%	41%[activator]	-15%	6%
- CCSc1nnc(NC(=O)COc2ccccc2)s1
    33%[activator]	-1	-2%	6%	.	10%	2%	-28%	.
- Cc1cc(CNC(=O)COc2ccc(F)cc2F)c2ccccc2n1
    13%	2	-3%[59 µM]	-1%	-7%	-19%	1%	4%	8%
- N#Cc1cc2c(nc1SCc1ccccc1)CCCCC2
    99%	-4	227%[activator]	-29%	1%	91%[activator]	1%	13%[11.4 µM]	i
- Cc1onc(-c2ccccc2)c1C(=O)NCc1ccco1
    22%	1	50µM*	10%	-6%	8%	-9%	-11%	-6%
- O=C(NC1CCCN(CCc2ccccc2)C1)C1CCCC1 (centres undefined)
    24%	-1	11%	8%	-2%	9%	-8%	-12%	0%
- O=C1COc2ccc(-c3cc(-c4ccccc4)c4c(n3)-c3cc(Cl)ccc3OC4)cc2N1
    16%	1	6%[59 µM]	6%	2%	-16%	-6%	-10%	i
- CNC(=O)c1cc(S(=O)(=O)NCc2ccncc2)ccc1OC
    33%[activator]	-5	11%	-10%	3%	-3%	-8%	0%	-17%
- O=C(Cn1cc(C(F)(F)F)ccc1=O)Nc1cccc(S(=O)(=O)N2CCOCC2)c1
    13%	-4	15%[59 µM]	6%	-8%	-4%	-2%	-7%	2%
- O=C(Nc1nccs1)C1CCCN1/C=C/C(=O)C(F)(F)F (centres undefined)
    15%	6	.	8%	-11%	-11%	-6%	12%	1%
- Cc1ccc(N=C2NC(=O)/C(=C/c3cccn3C)S2)cc1C
    10%	-5	-4%	-6%	-18%[15.4 µM]	-13%	?	-25%	-6%
- CC(=NNC(=S)N1CC2CCC(CC2)C1)c1ccncn1
    ?	32	.	14%	.	.	-17%	14µM*	-5%
- CC(=O)Nc1ccc2nc(SCC(=O)O)sc2c1
    28%	-13	3%[59 µM]	0%	1%	?	-4%	-7%	4%
- Cc1ccc(NS(=O)(=O)c2ccc3c(c2)NC(=O)CO3)cc1Cl
    27%	4	-6%	2%	-13%	-9%[57.1 µM]	-3%	-21%	-7%
- CCN(CC(=O)Nc1c(F)cccc1F)C(=O)c1ccc(S(=O)(=O)N2CCCCC2)cc1
    23%	2	0%[12.7 µM]	-2%	-13%	10%	-15%	-6%	2%
- CN(C)CCn1c(=O)n(Cc2ccco2)c(=O)c2c3c(sc21)CCCCC3
    9%	4	?	2%	-2%	?	0%	?	-5%
- O=C(NCc1ccccc1Cl)c1cnc2n(c1=O)CCS2
    38%	-4	56µM*	-2%	-9%	-14%	-13%	-11%	-5%
- CCOC(=O)C(Cc1c[nH]c2ccccc12)NC(=O)COc1ccc(CC)cc1 (centres undefined)
    -10%	-11	-11%[59 µM]	-1%	-4%	?	-6%	?	0%
- Cc1nn(CC#N)c(=O)n1-c1ccc(F)cc1
    17%	3	39%[12.7 µM]	-5%	-2%	4%	1%	-9%	-4%
- Cc1ccc(S(=O)(=O)N(C)CC(=O)OCC(=O)N2CC(=O)Nc3ccccc32)cc1
    24%	3	7%	-10%	-9%	-8%	0%	-1%	-5%
- CC(OC(=O)CN1C(=O)COc2ccccc21)C(=O)NCc1ccc(F)cc1 (centres undefined)
    32%	14	-1%	0%	8%	14%	0%	-3%	-3%
- CN(C)CCCN(Cc1ccccc1)C(=S)Nc1ccc(F)c(Cl)c1
    47%[activator]	-1	?	0%	12%	0%	6%	-11%	3%
- Cc1onc(-c2ccccc2Cl)c1C(=O)OCC(=O)c1ccc[nH]1
    23%	1	9%[0.501 µM]	-9%	0%	2%	-2%	-7%	1%
- Cc1cc(OCc2cc(C(=O)N(C)CCCN3CCOCC3)no2)cc(C)c1Cl
    19%	6	-3%	4%	-1%	-18%	-2%	89µM*	-2%
- O=C(CN1CCCc2ccccc21)Nc1cccc(S(=O)(=O)N2CCOCC2)c1
    47%	2	10%	-17%	-4%	7%	?	-10%	-1%
- CCCCn1c(N)c(N(CCC(C)C)C(=O)CC2CCCC2)c(=O)[nH]c1=O
    16%	-2	-34%	11%	0%	-4%	-7%	-18%	6%
- COc1ccc(Cc2nc3ccc(C(=O)NCc4cc(C)no4)cc3o2)cc1
    8%	7	.	9%	0%	-6%	-11%	-16%	-3%
- C/C(=N/NC(=O)c1ccncc1)c1cc2ccc(O)cc2oc1=O
    24%	5	-4%[59 µM]	15%	.	79µM*	?	-32%	3%
- CN(C)c1ccc(CN(CC2CCCO2)C(=O)COc2ccc(Cl)cc2)cc1 (centres undefined)
    ?	-2	14µM*	24%	0%	32µM*	-7%	45µM*	-8%
- C=CCn1c(CC#N)nnc1N1CCOCC1
    21%	3	?	1%	-16%	50µM*	-10%	?	-8%
- Cc1ccc(-n2ncc(C(=O)NCCc3c[nH]c4ccccc34)c2C2CCN(C(=O)OC(C)(C)C)CC2)cc1C
    3%	3	-65%[59 µM]	-13%	?	-37%	14%	?	-2%
- CCOc1ccc(C(C)=O)cc1COc1ccc(-n2cnnn2)cc1
    16%	3	-44%[12.7 µM]	-6%	0%	-3%	0%	-11%	-9%
- CC(=O)N1CCN(c2ccccc2NC(=O)COc2ccc(Cl)cc2Cl)CC1
    10%	-6	-6%[59 µM]	4%	6%	-28%	1%	-18%	-18%
